KCNH2 3.1 inh: KCNH2 3.1 (human) potassium channel inhibition; 340,000 compounds, 0.95% hits; activity change, % (tested at about 1.8 µM); AID 720553; U2OS KCNH2 3.1, thallium flux FluxOr; active compounds read low;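 active means maximum activity change below -70%; inconclusive means maximum activity change from -70% to -50%; inactive means maximum activity change above -50%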;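 further: thallium influx rate constant from kinetic fluorescence after stimulation buffer; on the % scale 0 is the no-effect control and ±100 the full control effect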
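Thallium flux via FluxOr fluorescence (Red40 quencher, 45 min loading) in U2OS cells virally expressing the KCNH2 3.1 isoform (1.77 x 10^8 /mL virus, overnight at 37 C). Rate constants from 2-min kinetic reads post-stimulation, normalised to positive and negative controls.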
Mito fusion yeast: blocks mitochondrial division or promotes mitochondrial fusion. S. cerevisiae fusion-defective mutant growth rescue, CellTiterGlo 48 h. Potency, µM (titrated, usually from 46.1 µM), without a hit: at the top dose growth rescue (activation), hits mostly activators. 320,000 compounds, 0.23% hits. AID 485298;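 further: potency means the concentration at half of the fitted maximal effect; % of control where 0% means no effect; nearly all actives have a fitted effect of over 45% in size; temperature-sensitive fusion mutants such as fzo1-1 at 37 °C on non-fermentable ethanol glycerol medium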
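Yeast fusion mutant, YPEG (non-fermentable carbon), compound, 48 h at 37C non-permissive; CellTiterGlo added, 10 min RT, luminescence read. Rescued growth = division inhibition.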
FLuc modulator: inhibits or activates purified firefly luciferase, miR-21 counter-screen | AID 588342 | purified FLuc, Km substrates, luminescence inhibition | P08659 | 360,000 compounds, 6.9% hits | Potency, µM (highest dose often 57.5 µM), for inactives: at the highest dose activity change, negative = inhibition, actives largely listed as inhibitors;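 further: potency means the concentration at half of the fitted maximal effect; plate controls were vehicle for no effect and reference inhibitor for full effect; nearly all actives have a fitted effect of over 55% in size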
Target sequence (P08659 whole entry, looked up): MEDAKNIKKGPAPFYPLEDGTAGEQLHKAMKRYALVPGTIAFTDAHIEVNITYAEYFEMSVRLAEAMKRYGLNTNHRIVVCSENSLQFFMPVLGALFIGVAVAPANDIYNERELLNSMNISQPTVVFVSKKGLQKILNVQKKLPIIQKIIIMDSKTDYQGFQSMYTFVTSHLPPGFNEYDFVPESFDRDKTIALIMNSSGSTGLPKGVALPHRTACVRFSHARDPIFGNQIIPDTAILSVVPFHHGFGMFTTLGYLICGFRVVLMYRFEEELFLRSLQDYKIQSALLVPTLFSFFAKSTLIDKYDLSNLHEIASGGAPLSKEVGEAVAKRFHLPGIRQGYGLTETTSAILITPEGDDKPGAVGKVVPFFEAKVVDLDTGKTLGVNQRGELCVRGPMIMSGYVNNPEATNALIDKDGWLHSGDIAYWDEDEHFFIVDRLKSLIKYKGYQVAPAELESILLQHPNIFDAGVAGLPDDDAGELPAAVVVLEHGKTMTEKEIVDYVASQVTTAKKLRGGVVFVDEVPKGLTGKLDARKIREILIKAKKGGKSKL
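Purified P. pyralis luciferase, 10 nM final, with Km-level 10 uM D-luciferin and 10 uM ATP in 50 mM Tris acetate pH 7.5, 10 mM Mg acetate, 0.01% Tween-20, 0.05% BSA; 6-point qHTS titration about 60 µM downward; luminescence read.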
MBNL1-CUG inh: inhibitors of human MBNL1 binding to CUG repeat RNA | Potency, µM (highest dose often 57.5 µM), for inactives: at the highest dose activity change, negative = inhibition, usual class: inhibitors | 280,000 compounds, 0.036% hits | TR-FRET MBNL1-His/biotin-(CUG)12 binding, 665/545 ratio | Q9NR56; active means well fitted inhibition curve with a large enough effect in the signal ratio, with a control signal flat, not every such curve was filed as active; inconclusive means small, poorly fitted or top-dose-only effect, or effect the other way, or a change in a side signal; inactive means no such curve, though single readings can be large or run the other way; the % refers to the signal ratio; further: potency means the concentration at half of the fitted maximal effect; on the % scale 0 is the no-effect control and ±100 the full control effect
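Compound titration spanned 92 nM–58 uM against the MBNL1-His/biotin-(CUG)12 complex. After 60 min at room temperature with 5 nM streptavidin-XL665 and 0.055 ng/ul terbium anti-His, ratiometric 665/545 nm emission (Ex 340 nm) normalized to controls.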
Rab9 promoter act: activators of Rab9 promoter; Huh7 Rab9 promoter-luciferase reporter, luminescence, 24 h; Potency, µM (highest dose often 9.22 µM), for inactives: at the top dose activation, negative = inhibition, usual class: activators; 320,000 compounds, 2.8% hits; further: potency means the concentration at half of the fitted maximal effect; % of control where 0% means no effect; nearly all actives have a fitted effect of over 60% in size
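Rab9 promoter-driven luciferase in stably transfected Huh7 cells; 1500 cells/well rested 2 h, exposed to compound in DMSO for 24 h at 37 °C, 5% CO2. Luminescence read 10 min after adding luciferase reagent at ambient temperature.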
Menin MLL FP TR: menin-MLL binding inhibition, Texas Red mutant peptide. O00255. Menin + Texas Red MLL mutant peptide, fluorescence polarization. Potency, µM (series often up to 61.6 µM), without a hit: at the top dose FP activity change, negative = inhibition, actives largely listed as inhibitors. 270,000 compounds, 0.23% hits; active means well fitted inhibition curve with a large enough effect in the polarisation, with a control signal flat, not every such curve was filed as active; inconclusive means small, poorly fitted or top-dose-only effect, or effect the other way, or a change in a side signal; inactive means no such curve, though single readings can be large or run the other way; the % refers to the polarisation; further: potency means the concentration at half of the fitted maximal effect; % of control where 0% means no effect; many of its hits are not listed in these tables
NPC1 promoter act: activators of NPC1 promoter. Huh7 NPC1 promoter luciferase reporter, 24 h. Potency, µM (titrated, usually from 9.22 µM), for inactives: at the highest dose activation, hits mostly activators. 320,000 compounds, 2.4% hits;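 further: potency means the concentration at half of the fitted maximal effect; % of control where 0% means no effect; nearly all actives have a fitted effect of over 60% in size; reporter is driven by a mutant NPC1 promoter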
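Stable NPC1-promoter luciferase Huh7 line; cpd (DMSO) 24 h, 37 °C, 5% CO2; Amplite luciferase reagent 10 min RT; luminescence readout. qHTS format.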
Gal4-VP16 FLuc: counter-screen for ROR gamma inhibitors: Gal4-VP16 reporter. 310,000 compounds, 3.5% hits. Potency, µM (highest dose often 53.6 µM), inactives show at the highest dose activity, negative = inhibition, most hits filed as inhibitors. Drosophila S2 Gal4-VP16 UAS-luciferase, luminescence, 20 h;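 further: Gal4-VP16 expression switched on by copper sulfate through the metallothionein promoter; potency means the concentration at half of the fitted maximal effect; on the % scale 0 is the no-effect control and ±100 the full control effect; nearly all actives have a fitted effect of over 50% in size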
ELG1 repair inh: inhibitors of ELG1-dependent DNA repair in HEK293T cells | HEK293T ELG1-luciferase reporter, luminescence, 16 h; DNA damage induced by 5-fluorouridine | Potency, µM (doses to about 46.1 µM), inactives show at the highest dose activity change, negative = inhibition, most hits filed as inhibitors | 330,000 compounds, 2.3% hits | AID 504467; further: potency means the concentration at half of the fitted maximal effect; on the % scale 0 is the no-effect control and ±100 the full control effect; nearly all actives have a fitted effect of over 55% in size
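Quantitative HTS, concentration-response format. 2,000 cells/well co-treated with 5-fluorouridine and compound, 16 hr in 5% CO2 at 37 °C; ONE-Glo luminescence read after 30 min.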
PKM2 activator: increases activity of human pyruvate kinase M2; P14618; purified PKM2, Kinase-Glo ATP luminescence, activation; response scale: 0% is enzyme alone, no compound; Potency, µM (highest dose often 57.5 µM), inactives show top-dose activation, actives largely listed as activators; 260,000 compounds, 0.34% hits; AID 1631; further: potency means the concentration at half of the fitted maximal effect; on the % scale 0 is the no-effect control and ±100 the full control effect; nearly all actives have a fitted effect of over 55% in size
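Purified hPK-M2 (>95%) run at intermediate activity with 0.1 mM ADP and 0.5 mM PEP in 50 mM imidazole pH 7.2, KCl, MgCl2; 1 h room temperature. ATP formed read by Kinase-Glo luminescence; normalized to uninhibited and no-enzyme controls.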
RORg inh: inhibitors of mouse ROR gamma transcriptional activity; Drosophila S2 Gal4-RORgamma UAS-luciferase reporter, 20 h; Potency, µM (series often up to 53.6 µM), for inactives: at the top dose activity change, negative = inhibition, hits mostly inhibitors; 310,000 compounds, 5.4% hits; AID 2551; further: potency means the concentration at half of the fitted maximal effect; on the % scale 0 is the no-effect control and ±100 the full control effect; nearly all actives have a fitted effect of over 60% in size
Target sequence (P51450 whole entry, looked up, the tested form may be a part): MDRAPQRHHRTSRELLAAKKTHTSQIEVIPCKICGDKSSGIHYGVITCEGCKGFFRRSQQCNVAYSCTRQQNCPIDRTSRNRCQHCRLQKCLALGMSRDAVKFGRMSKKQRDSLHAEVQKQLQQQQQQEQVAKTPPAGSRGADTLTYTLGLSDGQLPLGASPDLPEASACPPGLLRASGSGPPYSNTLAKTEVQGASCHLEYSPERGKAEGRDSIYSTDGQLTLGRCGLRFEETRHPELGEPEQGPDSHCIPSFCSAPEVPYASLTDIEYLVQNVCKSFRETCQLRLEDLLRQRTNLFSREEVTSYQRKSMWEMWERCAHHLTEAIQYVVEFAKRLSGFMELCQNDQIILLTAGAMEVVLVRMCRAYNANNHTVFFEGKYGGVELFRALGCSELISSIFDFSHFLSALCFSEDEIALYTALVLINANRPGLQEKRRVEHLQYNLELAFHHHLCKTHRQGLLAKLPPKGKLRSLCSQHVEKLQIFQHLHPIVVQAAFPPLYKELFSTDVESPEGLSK
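Drosophila Schneider cells stably carrying a metallothionein-driven Gal4 DBD–ROR gamma fusion and a UAS-Photinus luciferase reporter were exposed to compound for 1 hr, then induced with copper sulfate (700 uM final) for 20 hr at ambient temperature before luminescence reading.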
An asterisk follows results filed as active; ? = inconclusive; . = no result given; & = joins results of further samples; [ ] = remark or other dose. Unless noted, the call rests on the fitted dose curve; in most records, active means well fitted curve in the direction sought with a large enough effect; inconclusive means small, poorly fitted or top-dose-only effect, or another doubt; inactive means no such curve, though single readings can be large; an effect the other way counts as inactive or inconclusive. The list is partial. The share of hits here may be higher or lower than overall.

SMILES	KCNH2 3.1 inh	Mito fusion yeast	FLuc modulator	MBNL1-CUG inh	Rab9 promoter act	Menin MLL FP TR	NPC1 promoter act	Gal4-VP16 FLuc	ELG1 repair inh	PKM2 activator	RORg inh
CCn1c(Cc2ccccc2)nnc1SCC(=O)c1c(N)n(C2CC2)c(=O)[nH]c1=O	7	0%	7%	.	0%	.	-3%	.	9%	.	.
O=C(c1cccc(F)c1)N1CCN(C(=O)C(c2ccccc2)c2ccccc2)CC1	-4	3%	3%	-10%	-7%	-19%	-6%	-1%	-15%	4%	-5%
Cc1ccc(/C=N/NC(=O)COc2ccc(Cl)c(C)c2)o1	-3	-18%	-4%	9%	15%	-12%	0%	-16%	?	.	0%
O=C(Nc1ccc(Cl)cc1)NC1CCCCC1	-10	-3%	?	-8%	2.5µM*	-12%	1.1µM*	?	?	-1%	13%
Cc1cccc(-c2cccc(NC(=O)C3CCCN(C(=O)c4cccnc4)C3)c2)c1 (stereo not given)	-2	0%	-5%	-2%	1%	.	3%	3%	?	.	39%
CC(C)NC(=O)COc1coc(CN2CCN(C(=O)c3ccco3)CC2)cc1=O	-7	1%	6%	.	-6%	.	-2%	.	14%	.	.
CC1CCC(NC(=O)C2c3ccccc3C(=O)N2Cc2cccs2)CC1 (stereo not given)	-18	3%	5%	-2%	0%	1%	0%	?	-1%	-6%	18%
CCOC(=O)c1c(C)n(C)c2ccc(OCCN(C)C)cc12	-14	-2%	0%	-3%	-5%	3%	-2%	-3%	-5%	-1%	-16%
NC(=O)c1cc([N+](=O)[O-])ccc1NCc1ccc(C(=O)O)cc1	.	3%	-5%	.	-3%	.	2%	.	18%	.	.
COc1cc(C(=O)NCC(C)C)cc(OC)c1OC	-2	-2%	-1%	-8%	-5%	2%	-4%	19%	13%	-2%	-15%
CCOCCn1c(CN2CCN(C(=O)c3ccco3)CC2)nc2c1c(=O)n(C)c(=O)n2C	19	1%	0%	-1%	-1%	-11%	-3%	1%	12%	-18%	-9%
O=C(CO/N=C/c1ccccc1OC(F)F)N1CCc2ccccc21	-12	-32%[inhibitor]	0%	.	13%	?	1%	-6%	9%	1%	13%[10 µM]
Cc1nccn1CC(=O)N/N=C/c1c[nH]c2ccccc12	-11	-3%	5%	-8%	-13%	.	-6%	3%	-13%	-1%	7%
Cc1nn(Cc2ccccc2)c(Cl)c1C(=O)NCCc1ccc(Cl)cc1	-17	1%	0%	.	-5%	5%	0%	4%	1%	-2%	?
COCCCN1C(=O)C(=O)/C(=C(/O)c2ccc(S(=O)(=O)N3CCCCC3)cc2)C1c1ccc(OC)cc1 (stereo not given)	-3	2%	0%	-8%	4%	3%	1%	1%	0%	.	3%
O=C(CN1C(=O)c2ccccc2S1(=O)=O)N1CCN(Cc2ccc3c(c2)OCO3)CC1	-1	1%	-1%	-3%	12%	-8%	-1%	-25%	?	2%	4%
COc1cccc(Nc2n[nH]c(=S)s2)c1	-4	9%	?	-7%	10%	-3%	15%	-20%	?	-41%	?
Cc1noc(C)c1COc1ccc(CC(=O)NCc2ccccc2)cc1	12	23%	-4%	-3%	-18%	0%	-26%	2%	9%	-16%	11%
CCOC(=O)C(NCCc1ccccc1F)(NC(C)=O)C(F)(F)F (stereo not given)	.	0%	3%	-14%	-4%	-1%	-1%	-3%	?	-1%	-19%
CC1CCN(c2cc(N(C)CCO)c([N+](=O)[O-])c3nonc23)CC1	2	-3%	0%	?	-8%	1%	-4%	-1%	-12%	3%	5%
CCn1c(SCC(=O)NC(C)(C)C)nc(O)cc1=O	-2	-2%	1%	-10%	-18%	-8%	1%	-4%	-6%	1%	-2%
CCCCC(CC)CNC(=O)CN(C)S(=O)(=O)c1cccc2nsnc12 (stereo not given)	-1	5%	-6%	?	-7%	4%	-2%	-10%	-22%	-5%	8%
O=C1CSC(c2ccccc2F)N1c1ccccc1F (stereo not given)	-6	-2%	-1%	-3%	3%	13%	-1%	9%	1%	.	-2%
Cc1ccccc1CN1CCCC(C(=O)N2CCCCC2)C1 (stereo not given)	21	-10%	1%	-3%	-12%	6%	2%	-3%	7%	.	-1%
C=CCOc1ccc(C2OC34CCCCC3C(C#N)(C#N)C2(C#N)C(=N)O4)cc1 (stereo not given)	-5	-1%	-1%	?	-5%	-19%	6%	-12%	-2%	-4%	-19%

The list continues.
SMILES	KCNH2 3.1 inh	Mito fusion yeast	FLuc modulator	MBNL1-CUG inh	Rab9 promoter act	Menin MLL FP TR	NPC1 promoter act	Gal4-VP16 FLuc	ELG1 repair inh	PKM2 activator	RORg inh
CCOc1ccc(C2NC(=O)C(C#N)=C(S)N2c2cccc(C)c2)cc1OC (stereo not given)	0	2%	-20%	0%	-3%	12%	0%	-11%	-13%	0%	-34%
COc1ccc(N2CCN(C(CNC(=O)c3cccc(Cl)c3)c3cccnc3)CC2)cc1 (stereo not given)	0	1%	8%	-11%	-5%	6%	1%	-9%	1%	1%	4%
Cc1cc2occ(CC(=O)NC3(C)CCS(=O)(=O)C3)c2cc1C (stereo not given)	-8	4%	-1%	-6%	-2%	0%	2%	4%	0%	-8%	1%
CN(CC(=O)Nc1ccc(Cl)c(C(F)(F)F)c1)Cc1cc(=O)n2ccsc2n1	3	14%	-5%	.	0%	11%	-4%	2%	?	-3%	12%
COc1ccc(Nc2nc(S(=O)(=O)c3ccc(C)cc3)c(Cl)s2)cc1	.	?	-9%	-2%	-2%	?	-4%	?	-24%	8%	?
CSCCC(NC(=O)c1ccc([N+](=O)[O-])cc1Cl)C(=O)OCC(=O)NCC(F)(F)F (stereo not given)	3	-7%	-8%	?	0%	-8%	-3%	-14%	?	29%	3%
CCCCNC(=O)c1ccc(-n2c(=S)[nH]c3ccccc3c2=O)cc1	0	-5%	2%	25%	-2%	13%	-3%	15%	-7%	0%	-16%
CSCCC(NC(=O)c1ccc([N+](=O)[O-])cc1Cl)C(=O)OCC(=O)NCCCc1ccccc1 (stereo not given)	-9	-7%	?	?	-4%	-6%	-1%	0%	9%	6%	-9%
NC(=NC1CCCCC1)NS(=O)(=O)c1ccccc1	4	7%	2%	-6%	-6%	-10%	-4%	6%	-7%	.	13%
CC(NCC1COc2ccccc2O1)C1COc2ccccc2O1 (stereo not given)	5	-16%	-1%	-7%	-4%	-25%	-1%	1%	16%	.	31%
COc1ccc(OC)c(NC(=O)[C@H]2CC=CC[C@H]2C(=O)O)c1	-3	1%	3%	6%	4%	0%	0%	-9%	-8%	-2%	-34%
N#CC(C#N)C(c1ccsc1)c1c(-c2ccccc2)[nH][nH]c1=O (stereo not given)	8	-10%	-1%	-3%	0%	8%	-5%	-2%	-26%	-4%	20%
COc1ccc(Cl)cc1NC(=S)NC1CCCC1	-11	3%	-13%	-3%	14%	12%	4%	7.1µM*	-22%	-1%	10µM*
NC(=O)c1ccc(NC(=O)c2cc(S(=O)(=O)N3CCCCC3)ccc2N2CCOCC2)cc1	6	-2%	4%	.	?	.	1%	.	8%	.	.
CC(C)(C)c1ccc(S(=O)(=O)N2CCN(C(=O)C3CCC3)CC2)cc1	7	4%	3%	12%	-14%	.	1%	-16%	-4%	-8%	42%
CCOc1cc2c(cc1OCC)C(c1ccc(OC)c(OC)c1)N(c1ccc(C(=O)O)cc1)C(=O)C2 (stereo not given)	3	-12%	-2%	3%	-1%	14%	0%	2%	-7%	-19%	6%
CCn1c(SCC(=O)NCc2ccccc2)nnc1-c1cccnc1	.	-3%	1%	-7%	-5%	-17%	-3%	6%	0%	0%	11%
Cc1ccc(S(=O)(=O)N2CCN(C(=O)COC(=O)c3cccnc3Cl)CC2)c(C)c1	-4	-5%	2%	.	-5%	.	-1%	.	-3%	.	.
O=[N+]([O-])c1ncccc1OCc1ccc(-c2ccccc2)cc1	0	-1%	?	17%	-3%	?	-2%	-16%	20%	.	?
C/C(=C\C=C\c1ccccc1)C(=O)c1c(C)cc(C)[nH]c1=O	8	-2%	-13%	?	-7%	0%	-1%	8%	5%	4%	-9%
CCOc1ccccc1CNC(=O)CCCn1ccc2cc(S(=O)(=O)N3CCCC3)ccc21	1	1%	3%&2%	-1%	-5%	.	-4%	-11%	?	.	12%
CCCNC(=O)NC(=O)CSc1nnc(-c2c[nH]c3ccccc23)o1	7	-6%	-3%	0%	-1%	15%	-2%	-3%	2%	.	-3%

Source: PubChem
